PKA-R2B activ – activates the human PKA-R2B holoenzyme complex; P22694+P31323; PKA-R2B holoenzyme dissociation, Cy5-IP20 fluorescence polarization; R2B truncated from residue 108, S112A mutant; 0% DMSO only, 100% 113 µM cGMP; activation, % at 11.4 µM; 0.079% of 340,000 active;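 active means activation above a cutoff set at the mean over all compounds plus 3 SD, cut at about 18% in these data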;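 further: higher means more holoenzyme dissociation and a rise in polarization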
Keap1-Nrf2 PPI – inhibitors of human Keap1-Nrf2 protein-protein interaction; Q14145; Keap1 Kelch-Nrf2 peptide fluorescence polarization, 1536-well; inhibition, % at 9.4 µM; 0.15% of 340,000 active; in the data active means inhibition above about 12%;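 further: human Keap1 Kelch domain with fluorescein labeled Nrf2 9mer peptide probe; 0% = neutral control wells and 100% = peptide positive control; higher means more block of Keap1 binding to Nrf2 peptide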
PvdQ acylase – P. aeruginosa PvdQ acylase inhibition. purified PvdQ acylase, fluorescence plate reader. inhibition, % at 10 µM. 0.063% of 340,000 active; in the data active means inhibition above about 30%, passing the limit was not always enough;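 further: 0% = vehicle neutral wells and 100% = reference inhibitor wells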
Cardiac RTF inh – cardiac RTF calcium desensitization. IANBD-labeled cardiac RTF, Ca2+ fluorescence. 0.12% of 340,000 active. inhibition, % at 7.15 µM;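 active means inhibition above the mean inhibition of all tested compounds plus 3 SD, cut at about 17% in these data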;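 further: assay run at fixed EC70 calcium of 1.6 mM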
NSD2 HMT inh – inhibitors of human histone methyltransferase NSD2. O96028. NSD2 peptide methylation, AlphaScreen, 120 min. inhibition, % at 12.5 µM. 0.54% of 310,000 active. AID 743445; in the data active means inhibition above about 50%
Target sequence (O96028 whole entry, looked up): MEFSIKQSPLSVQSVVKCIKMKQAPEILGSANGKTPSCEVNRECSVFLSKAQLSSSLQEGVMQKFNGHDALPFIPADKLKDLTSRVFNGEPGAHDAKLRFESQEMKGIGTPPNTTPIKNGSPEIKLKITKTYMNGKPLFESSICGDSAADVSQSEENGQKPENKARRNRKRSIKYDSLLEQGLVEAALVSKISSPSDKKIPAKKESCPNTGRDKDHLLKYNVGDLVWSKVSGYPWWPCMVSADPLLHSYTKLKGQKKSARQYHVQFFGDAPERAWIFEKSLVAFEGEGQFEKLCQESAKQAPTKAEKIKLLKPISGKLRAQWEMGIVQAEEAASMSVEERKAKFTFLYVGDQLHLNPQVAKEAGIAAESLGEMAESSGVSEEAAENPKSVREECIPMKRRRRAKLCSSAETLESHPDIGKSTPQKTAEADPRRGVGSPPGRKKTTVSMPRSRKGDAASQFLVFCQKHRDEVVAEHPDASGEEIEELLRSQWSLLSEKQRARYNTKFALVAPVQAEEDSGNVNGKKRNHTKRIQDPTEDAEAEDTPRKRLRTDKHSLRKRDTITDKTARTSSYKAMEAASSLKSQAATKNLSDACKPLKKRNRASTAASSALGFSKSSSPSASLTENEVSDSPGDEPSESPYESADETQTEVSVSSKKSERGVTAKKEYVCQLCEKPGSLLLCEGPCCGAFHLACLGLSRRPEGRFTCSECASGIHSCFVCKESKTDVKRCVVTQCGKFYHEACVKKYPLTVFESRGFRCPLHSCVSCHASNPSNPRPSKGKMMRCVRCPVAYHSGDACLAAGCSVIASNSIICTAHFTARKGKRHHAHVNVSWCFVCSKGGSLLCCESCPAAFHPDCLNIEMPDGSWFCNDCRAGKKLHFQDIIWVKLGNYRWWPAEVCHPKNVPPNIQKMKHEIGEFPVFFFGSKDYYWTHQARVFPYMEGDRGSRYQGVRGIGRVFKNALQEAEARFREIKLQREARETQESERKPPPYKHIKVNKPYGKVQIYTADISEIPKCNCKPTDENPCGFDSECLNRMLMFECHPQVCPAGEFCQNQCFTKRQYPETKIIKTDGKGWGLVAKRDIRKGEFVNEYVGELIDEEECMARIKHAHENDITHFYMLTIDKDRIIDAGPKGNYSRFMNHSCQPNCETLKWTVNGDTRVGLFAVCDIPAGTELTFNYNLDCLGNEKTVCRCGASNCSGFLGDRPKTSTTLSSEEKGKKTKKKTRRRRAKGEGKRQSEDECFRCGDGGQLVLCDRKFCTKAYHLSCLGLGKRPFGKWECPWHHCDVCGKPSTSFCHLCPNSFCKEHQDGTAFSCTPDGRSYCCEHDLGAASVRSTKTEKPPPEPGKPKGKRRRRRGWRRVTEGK
DAGLB inh – diacylglycerol lipase beta (human) inhibition. 0.059% of 340,000 active. Q8NCG7. inhibition, % at 5.17 µM. HEK293T DAGLB membrane lysate, EnzChek fluorogenic substrate. AID 504411; in the data active means inhibition above about 34%;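 further: 0% = enzyme with vehicle and 100% = wells lacking enzyme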
C-LANA FP – inhibitors of KSHV LANA C-terminal domain DNA binding. MBP-C-LANA/FAM-LBS DNA binding, fluorescence polarization. AID 504423. 0.078% of 340,000 active. inhibition, % at 9 µM;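 active means highest replicate inhibition at or above 60% at 9 µM, even if other replicates fall short; inactive means all replicates below 60% inhibition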;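 further: 0% = neutral control wells and 100% = 4 µM acridine orange control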
SR-BI uptake up – activators of SR-BI mediated HDL lipid uptake; CHO ldlA[mSR-BI] cells, DiI-HDL uptake fluorescence, 3 h; 100 = double the neutral-control signal; activation, % at 12.5 µM; 0.096% of 320,000 active;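 active means mean replicate activation of at least 60% and every replicate at or above 60%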;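 further: 0% = median plate neutral-control signal and 100% = twice that signal; values of inactives mirror those of a sister screen read the other way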
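System: CHO ldlA[mSR-BI] cells / Medium: HEPES-buffered (25 mM, pH 7.4) F12 plus 0.5% BSA / Probe or stimulus: labelled HDL, 10 µg/mL / Doses: single compound concentration, delivered by pin transfer / Schedule: 3 h, 37 °C / Measured by: DiI fluorescence, bottom read / Measure: cell-associated DiI fluorescence as measure of HDL uptake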
SR-BI DiI inh – inhibitors of mouse SR-BI mediated HDL lipid uptake | 0.96% of 320,000 active | AID 488896 | ldlA[mSR-BI] CHO cells, DiI-HDL uptake fluorescence, 3 h | inhibition, % at 12.5 µM | Q61009;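 active means mean replicate inhibition of at least 70% and a set share of replicates each scoring 70 or more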;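 further: 0% = median of neutral control wells and 100% = median of positive control wells; values of inactives mirror those of a sister screen read the other way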
Arrestin-AP2 inh – blocks beta-arrestin peptide binding to AP2 adaptin. AID 504490. 0.31% of 340,000 active. FITC-arrestin peptide / GST-AP2 beads, flow cytometry; AP2 beta2 appendage carries R879A mutation. inhibition, % at 10 µM;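 active means inhibition above a set limit, near 3 SD of compounds lacking own fluorescence, cut at about 54% in these data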;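 further: plate controls were DMSO wells for no effect and 5 µM unlabelled arrestin peptide for full effect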
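test system = AP2 appendage R879A on GSH beads | buffer or medium = PBS plus Tween 20 (0.05%) and BSA (0.1%) | incubation = 12 min plus 1 h, RT | detection = bead flow cytometry, FITC channel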
Active calls of the source: *; . = no result given.

(1) C[C@]12CC[C@H](O)CC1=C([N+](=O)[O-])CC1C2CC[C@@]2(C)C1CC[C@@H]2O (stereo partly specified)
(2) COC(=O)C1CN(C#N)N(c2ccc(Cl)cc2)C12c1ccccc1-c1ccccc12 (stereo unspecified)
(3) S=P(NC1CCCCC1)(N1CC1)N1CC1
(4) CC(=O)Nc1ccccc1C(=O)OCC(=O)c1cccc2ccccc12
(5) Cc1ccc(OP(=O)(Nc2cccc(C)c2)Oc2ccc(C)cc2)cc1
(6) COc1cc(C2c3cc4c(c(O)c3CC3COC(=O)C32)OCO4)cc(OC)c1OC (stereo unspecified)

Assay by compound | 1 | 2 | 3 | 4 | 5 | 6
DAGLB inh | 1 | 22 | -3 | -4 | -7 | 0
C-LANA FP | -0.1 | 1.1 | 1.6 | -2.1 | 0.1 | 0.5
Keap1-Nrf2 PPI | -5 | 2 | -1 | -3 | -1 | -2
Cardiac RTF inh | 3 | -7 | 2 | -2 | -1 | 2
NSD2 HMT inh | 1 | . | 0 | -2 | 0 | -1
SR-BI uptake up | 4 | -127 | 18 | -22 | -8 | -65
PKA-R2B activ | -8 | -3 | -3 | -2 | 3 | 0
PvdQ acylase | -8 | 4 | -2 | 1 | -5 | -2
Arrestin-AP2 inh | 13 | 2 | -3 | 15 | 14 | 34
SR-BI DiI inh | -4 | 127* | -18 | 22 | 8 | 65

(7) Cc1cc(C)[n+](CCCC[n+]2c(C)cc(C)cc2C)c(C)c1
(8) OCC1(CO)COC(c2cccnc2)N1 (stereo unspecified)
(9) CC(=NCCN1CCOCC1)c1c(O)n(C2CCCCC2)c(=O)[nH]c1=O
(10) COc1ccc(C2=NCc3nnc(C)n3-c3ccc(Cl)cc32)cc1Cl
(11) COc1ccc2[nH]cc(CCNCc3cccnc3)c2c1
(12) CNC(=O)Oc1cccc(-c2cn3cc(Cl)ccc3n2)c1

Assay by compound | 7 | 8 | 9 | 10 | 11 | 12
DAGLB inh | 4 | -4 | 0 | -1 | 2 | 0
C-LANA FP | -2.3 | -2.0 | -0.5 | -2.8 | -1.8 | -0.7
Keap1-Nrf2 PPI | -3 | -3 | -5 | -1 | -5 | -4
Cardiac RTF inh | -7 | -5 | -1 | -12 | -9 | 4
NSD2 HMT inh | . | -2 | -1 | 2 | 4 | 1
SR-BI uptake up | 25 | 17 | 5 | -47 | 7 | 2
PKA-R2B activ | -11 | -9 | -4 | -9 | 7 | -2
PvdQ acylase | -10 | -11 | -19 | -12 | -7 | 16
Arrestin-AP2 inh | -15 | -5 | -8 | -7 | 36 | 25
SR-BI DiI inh | -25 | -17 | -5 | 47 | -7 | -2

Part of the list above, set out differently.
entry	smiles	DAGLB inh	C-LANA FP	Keap1-Nrf2 PPI	Cardiac RTF inh	NSD2 HMT inh	SR-BI uptake up	PKA-R2B activ	PvdQ acylase	Arrestin-AP2 inh	SR-BI DiI inh
1	C[C@]12CC[C@H](O)CC1=C([N+](=O)[O-])CC1C2CC[C@@]2(C)C1CC[C@@H]2O (stereo partly specified)	1	-0.1	-5	3	1	4	-8	-8	13	-4
2	COC(=O)C1CN(C#N)N(c2ccc(Cl)cc2)C12c1ccccc1-c1ccccc12 (stereo unspecified)	22	1.1	2	-7	.	-127	-3	4	2	127*
3	S=P(NC1CCCCC1)(N1CC1)N1CC1	-3	1.6	-1	2	0	18	-3	-2	-3	-18
4	CC(=O)Nc1ccccc1C(=O)OCC(=O)c1cccc2ccccc12	-4	-2.1	-3	-2	-2	-22	-2	1	15	22
5	Cc1ccc(OP(=O)(Nc2cccc(C)c2)Oc2ccc(C)cc2)cc1	-7	0.1	-1	-1	0	-8	3	-5	14	8
6	COc1cc(C2c3cc4c(c(O)c3CC3COC(=O)C32)OCO4)cc(OC)c1OC (stereo unspecified)	0	0.5	-2	2	-1	-65	0	-2	34	65
7	Cc1cc(C)[n+](CCCC[n+]2c(C)cc(C)cc2C)c(C)c1	4	-2.3	-3	-7	.	25	-11	-10	-15	-25
8	OCC1(CO)COC(c2cccnc2)N1 (stereo unspecified)	-4	-2.0	-3	-5	-2	17	-9	-11	-5	-17
9	CC(=NCCN1CCOCC1)c1c(O)n(C2CCCCC2)c(=O)[nH]c1=O	0	-0.5	-5	-1	-1	5	-4	-19	-8	-5
10	COc1ccc(C2=NCc3nnc(C)n3-c3ccc(Cl)cc32)cc1Cl	-1	-2.8	-1	-12	2	-47	-9	-12	-7	47
11	COc1ccc2[nH]cc(CCNCc3cccnc3)c2c1	2	-1.8	-5	-9	4	7	7	-7	36	-7

The list goes on.
(13) COc1cccc(N2CCN(Cc3ccc(Cl)cc3)CC2)c1
(14) O=c1[nH]c(=S)n(-c2ccc(Cl)cc2)c(O)c1C=Nc1ccc(N2CCOCC2)cc1
(15) C[C@H](NC(=O)N1C[C@H]2C[C@@H](C1)c1cccc(=O)n1C2)C(=O)Nc1ccc(F)c(F)c1
(16) CC1N(O)C2CCCCCC2N1O (stereo unspecified)
(17) CCN(CC)P(=O)(Oc1ccccc1)Oc1ccccc1
(18) CCc1ccc(OCC(=O)N2CCN(Cc3ccc4c(c3)OCO4)CC2)cc1

Assay by compound | 13 | 14 | 15 | 16 | 17 | 18
DAGLB inh | 20 | 2 | 1 | -1 | -2 | -2
C-LANA FP | -1.0 | 1.8 | 1.7 | 1.2 | 0.2 | 1.5
Keap1-Nrf2 PPI | -10 | 0 | -2 | 1 | -8 | 1
Cardiac RTF inh | -1 | -18 | -3 | -4 | -5 | 0
NSD2 HMT inh | 13 | -3 | . | -1 | -7 | 2
SR-BI uptake up | -1 | -1 | 23 | 29 | 3 | -14
PKA-R2B activ | -5 | -9 | -5 | -6 | 11 | -7
PvdQ acylase | -4 | 7 | 12 | -5 | -11 | -5
Arrestin-AP2 inh | 5 | -1 | -2 | 3 | -5 | -13
SR-BI DiI inh | 1 | 1 | -23 | -29 | -3 | 14

(19) COC(=O)C1=C(c2cc3ccccc3o2)C[C@@H]2CC[C@H]1N2C(=O)N1CCC(O)CC1
(20) CCCC/C(=N\O)c1c[nH]c2ccccc12
(21) COC(=O)c1ccc(N2CCN(C)CC2)c([N+](=O)[O-])c1
(22) COc1ccc(/C=C2\C(=O)NC(=O)N(Cc3ccccc3)C2=O)c(OC)c1OC

Assay by compound | 19 | 20 | 21 | 22
DAGLB inh | 0 | 0 | 1 | 6
C-LANA FP | 2.6 | 0.8 | 0.1 | -0.1
Keap1-Nrf2 PPI | -1 | 3 | 1 | 2
Cardiac RTF inh | 3 | 6 | -13 | -11
NSD2 HMT inh | . | 2 | 1 | 5
SR-BI uptake up | -7 | 32 | 20 | 12
PKA-R2B activ | 5 | -10 | 6 | 1
PvdQ acylase | -14 | 4 | -8 | 3
Arrestin-AP2 inh | -8 | 30 | -4 | 5
SR-BI DiI inh | 7 | -32 | -20 | -12

Bioassay records from PubChem.

The list is partial; rates above refer to the full screens.
